EP2 mod: modulates human prostaglandin E2 receptor EP2 signaling. EP2-expressing cells, cAMP HTRF FRET, PGE2 co-stimulation. induction, % at 25 µM. hit rate 0.83% among 260,000. AID 940;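 active = compounds whose cAMP rise, as percent of the full-agonist control response, exceeds 60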;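 also: rat C6 glioma line stably carrying human EP2 under a CMV promoter; the protocol text gives 20 µM as final concentration; 100% = response of wells given 1 µM PGE2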
Target sequence (P43116 whole entry, looked up): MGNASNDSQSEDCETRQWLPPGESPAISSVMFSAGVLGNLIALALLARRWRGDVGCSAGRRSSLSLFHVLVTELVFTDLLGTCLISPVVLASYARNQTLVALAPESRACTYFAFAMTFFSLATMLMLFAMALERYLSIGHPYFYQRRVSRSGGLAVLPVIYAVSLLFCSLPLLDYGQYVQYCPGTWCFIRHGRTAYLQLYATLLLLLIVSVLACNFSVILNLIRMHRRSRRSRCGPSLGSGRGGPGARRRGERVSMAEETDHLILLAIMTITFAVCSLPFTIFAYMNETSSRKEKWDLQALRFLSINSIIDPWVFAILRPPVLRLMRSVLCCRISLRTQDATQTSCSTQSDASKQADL
m-calpain inh: blocks pig calpain II enzyme activity | hit rate 0.37% among 220,000 | purified calpain II, fluorogenic peptide substrate, 30 min | inhibition, % at 16 µM;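 active = inhibition above about 50%, limit read from the data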
eIF4E 4G PPI: inhibitors of eIF4E and eIF4G interaction in translation initiation | P63073+Q04637 | TR-FRET eIF4E-eIF4GI(517-606) binding, 2 h | inhibition, % at 21.7 µM | hit rate 0.37% among 220,000 | AID 782;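 active = inhibition above about 30%, limit read from the data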;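 also: 0% = full FRET control wells and 100% = background wells lacking eIF4GI fragment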
zVAD death inh: L929 zVAD cell death inhibition; L929 zVAD necroptosis rescue, ATP luminescence, 24 h; with zVAD 60 µM; viability rescue, % at 10 µM; hit rate 0.38% among 220,000; AID 1377;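 active = activation, scaled between plate controls, above about 75%, limit read from the data; inactive = activation under that limit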;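 also: 0% = zVAD with DMSO and 100% = DMSO alone without zVAD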
Hck Nef HTS: human Hck-Nef kinase inhibition. AID 463187. hit rate 0.68% among 220,000. Recombinant Hck-YEEI plus Nef, Z-Lyte FRET kinase assay. inhibition, % at 20 µM;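 active = Hck-Nef kinase inhibition above about 50%, limit read from the data; inactive = inhibition below that limit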;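 also: 0% = DMSO with Hck plus Nef and 100% = Hck alone without Nef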
Rad51 HR inh: Rad51 (human) homologous recombination inhibition | Q06609 | hRad51 DNA strand exchange, fluorescence dequenching | inhibition, % at 10 µM | hit rate 0.085% among 200,000 | AID 1385;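 active = inhibition above 40% at the single screening dose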;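 also: 0% = DMSO control wells and 100% = blanks with heterologous ssDNA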
Target sequence (Q06609 whole entry, looked up): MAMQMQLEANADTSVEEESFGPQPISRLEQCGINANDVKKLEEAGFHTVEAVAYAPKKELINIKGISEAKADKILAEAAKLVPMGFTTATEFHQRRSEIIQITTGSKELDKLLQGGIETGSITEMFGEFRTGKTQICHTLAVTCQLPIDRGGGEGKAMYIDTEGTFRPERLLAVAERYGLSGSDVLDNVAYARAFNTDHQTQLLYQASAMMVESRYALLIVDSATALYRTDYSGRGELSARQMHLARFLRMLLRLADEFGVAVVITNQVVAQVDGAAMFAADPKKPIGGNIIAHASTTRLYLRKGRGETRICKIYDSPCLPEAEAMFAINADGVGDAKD
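material = hRad51 filaments on single-stranded DNA | timing = filaments 15 min 37 °C, then compound 30 min | signal = FRET fluorescence dequenching, excitation 485 nm, emission 520 nm | benchmarks = control wells and blank wells on each plate | evaluation = percent inhibition relative to plate controls and blanks | compound = 10 µM final, single point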
EP2 antag: inhibitors of human EP2 prostaglandin E2 receptor. AID 1422. C6 glioma cells expressing human EP2, cAMP TR-FRET; cells stimulated with saturating PGE2. inhibition, % at 25 µM. P43116. hit rate 0.52% among 260,000;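 active = percent inhibition above 40 after rounding to a whole number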;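 also: rat C6 glioma host cells with rolipram phosphodiesterase inhibitor present; the protocol text gives 20 µM as final concentration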
TbHK1 inh: blocks Trypanosoma brucei hexokinase 1 activity; AID 1430; recombinant TbHK1, G6PDH-coupled NADH A340; inhibition, % at 10 µM; hit rate 0.11% among 220,000;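 active = inhibition of 50% or more in the single-dose primary screen; inactive = inhibition below 50%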
14-3-3 Bad PPI: disrupts binding of bovine 14-3-3 zeta to phospho-Bad peptide; P63103; TR-FRET 14-3-3zeta/Dy647-pBad peptide displacement, 1 h; inhibition, % at 21.7 µM; hit rate 0.71% among 220,000; AID 781;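 active = inhibition above about 70%, limit read from the data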;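 also: 0% = full 14-3-3 plus peptide FRET controls and 100% = background without 14-3-3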
Target sequence (P63103 whole entry, looked up): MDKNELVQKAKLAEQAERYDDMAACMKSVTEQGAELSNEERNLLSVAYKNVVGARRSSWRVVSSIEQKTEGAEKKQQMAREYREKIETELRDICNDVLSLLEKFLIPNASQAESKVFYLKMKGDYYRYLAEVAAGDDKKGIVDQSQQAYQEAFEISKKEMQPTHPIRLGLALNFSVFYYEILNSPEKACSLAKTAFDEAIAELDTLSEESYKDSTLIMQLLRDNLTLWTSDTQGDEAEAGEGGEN
* hit, by the source's call; i = inactive; x = no result given; & = joins results of further samples; [ ] = remark or other dose.

SMILES | EP2 mod | m-calpain inh | eIF4E 4G PPI | zVAD death inh | Hck Nef HTS | Rad51 HR inh | EP2 antag | TbHK1 inh | 14-3-3 Bad PPI
COc1cc(/C=N\NC(=O)OC(C)(C)C)ccc1OC(=O)c1ccco1 | -64 | 4 | 3 | 13 | 21 | 18 | 1 | 3 | -1
CC1(C)C2C(Cl)(Cl)C2(C)c2ccccc2N1C=O (stereo not drawn) | 9 | -3 | 0 | 1.2 | 3 | 1 | 3 | -7 | 5
COc1cccc(OCC(=O)NNC(=O)c2cccs2)c1 | 3 | 9 | 1 | -0.1 | 1 | 8 | 21 | -1 | -8
COc1ccc(-c2nc3cccc(C)n3c2NCc2ccco2)cc1OC | 13&33 | i | 4 | 0.0 | 4 | 4 | 15&19 | 6 | -15
Cc1cccc(C)c1OCC(=O)NCC1CCCO1 (stereo not drawn) | 3 | 12 | 2 | 0.4 | 26 | -1 | 7 | 5 | -3
N#CC1=C(N)C(C#N)(C#N)[C@H](c2ccsc2)[C@H]2COCC=C12 | 1 | -46 | -11 | -0.2 | 3 | -7 | 7 | -6 | -8
COc1ccc(NCc2nc3ccccc3n2CCOc2ccccc2)cc1 | 15 | 31 | -2 | -0.2 | 5 | -4 | 11 | -3 | -6
O=C(O/N=C1/CCCc2occc21)c1ccccc1 | -2 | -10 | 6 | -0.1 | 1 | 11 | 10 | 1 | 7
CCN(CC)S(=O)(=O)c1ccc(N2CCOCC2)c(NC(=O)C(C)(C)C)c1 | 2 | -7 | -9 | -0.5 | 16 | 3 | 7 | -8 | 1
c1ccc(C2CCCN(Cc3nc(CC4CC4)no3)CC2)cc1 (stereo not drawn) | -5 | -11 | -8 | 1.9 | 21 | 8 | 6 | -4 | 0
Cc1nn(Cc2ccccc2)c2c1C(c1cccnc1)C(C#N)=C(N)O2 (stereo not drawn) | -14 | 16 | -9 | 1.6 | 1 | 2 | -9 | -2 | -2
Cc1ccccc1NC(=S)N(Cc1ccccc1)Cc1cccs1 | 27 | 25 | 0 | 0.0 | -19 | 1 | 5 | -8 | -8
Cc1ccc(-c2csc(NC(=O)C3=NN(C4CCS(=O)(=O)C4)C(=O)CC3)n2)cc1 (stereo not drawn) | -5 | -50 | 3 | 0.1 | 24 | 15 | 8 | -22 | -3
O=C(CCCn1c(SCc2cccc(F)c2)nc2ccccc2c1=O)NCC1CCCO1 (stereo not drawn) | -24 | -6 | 0 | 0.0 | 10 | -25 | 8 | 4 | 11
Cc1noc(C)c1COC(=O)c1ccc(S(=O)(=O)N2CCCCC2)cc1 | -12 | 2 | 1 | 4.6 | 21 | 1 | 5 | -4 | -16
Cn1c(CCNC(=O)c2cccs2)nnc1SCC(=O)Nc1nc(-c2ccccc2)cs1 | -23 | -6 | -12[fluorescence artefact?] | 0.8 | -1 | 1 | 8 | -5 | -3[fluorescence artefact?]
CCn1nnnc1SCC(=O)Nc1nnc(C(C)C)s1 | -9&4 | 1 | 4[fluorescence artefact?] | 1.5 | 4 | 6 | 9&8 | 5 | -2[fluorescence artefact?]
Cc1ccc(CNC(=O)Cn2cnc3cc([N+](=O)[O-])ccc3c2=O)cc1 | -39 | -25 | -1 | 2.2 | 26 | 6 | 7 | -5 | -2
COC(=O)c1[nH]c2ccc(Cl)cc2c1NC(=O)CN1CCc2cc(OC)c(OC)cc2C1 | -34 | -144 | -25[fluorescence artefact?] | -0.1 | -1 | -1 | 10 | -18 | 14[fluorescence artefact?]
Cc1ccccc1-n1c(N)c(C(=O)Nc2ccc(F)cc2)sc1=S | -47 | -16 | -7 | 1.5 | 23 | 4 | 7 | -8 | -8
O=S(=O)(N1CCCCC1)N1CCN(c2cc(Cl)ccc2Cl)CC1 | -40 | 48 | 1 | 21 | 20 | 19 | 2 | -2 | 0
CCCNC(=O)c1n[nH]c(=O)c2ccccc12 | -8 | -4 | -2[fluorescence artefact?] | 0.9 | 0 | 1 | 10 | 7 | 8
CC(=O)c1cccc(NC(=O)Cn2nc(-c3ccc(Cl)cc3)ccc2=O)c1 | -96 | -31 | 5 | 34 | 17 | -2 | 9 | 3 | 1
CCOc1ccccc1C(=O)NN1C(=O)CCC1=O | 21 | 18 | 1 | -0.5 | 0 | x | 8 | 0 | 4[fluorescence artefact?]
CCC(C)NC(=O)Cn1nc([N+](=O)[O-])c(Cl)c1C (stereo not drawn) | -4 | -58 | -11 | 0.5 | 0 | -14 | 18 | -1 | 1

The last 4 compounds of the section before open the next one.
SMILES | EP2 mod | m-calpain inh | eIF4E 4G PPI | zVAD death inh | Hck Nef HTS | Rad51 HR inh | EP2 antag | TbHK1 inh | 14-3-3 Bad PPI
CCCNC(=O)c1n[nH]c(=O)c2ccccc12 | -8 | -4 | -2[fluorescence artefact?] | 0.9 | 0 | 1 | 10 | 7 | 8
CC(=O)c1cccc(NC(=O)Cn2nc(-c3ccc(Cl)cc3)ccc2=O)c1 | -96 | -31 | 5 | 34 | 17 | -2 | 9 | 3 | 1
CCOc1ccccc1C(=O)NN1C(=O)CCC1=O | 21 | 18 | 1 | -0.5 | 0 | x | 8 | 0 | 4[fluorescence artefact?]
CCC(C)NC(=O)Cn1nc([N+](=O)[O-])c(Cl)c1C (stereo not drawn) | -4 | -58 | -11 | 0.5 | 0 | -14 | 18 | -1 | 1
C=CCOc1nc2c(c(=O)n(Cc3ccc(Cl)c(Cl)c3)c(=O)n2C)n1C | x | x | x | 0.0 | 11 | 1 | 6 | 4 | x
Cc1ccc(/C=C/C(=O)Nc2cccc(S(=O)(=O)N3CCOCC3)c2)o1 | 0 | -3 | 0 | 1.0 | 0 | -21 | 10 | -34 | -7[fluorescence artefact?]
O=C(Nc1cccc(-c2nc3cccnc3s2)c1)c1ccco1 | 1 | -14 | 2 | 0.4 | 10 | -2 | 10 | -6 | 3
CCOC(=O)Cc1csc(NC(=O)CC(C)(C)CC(=O)O)n1 | 12 | 4 | -3 | 0.9 | -11 | -33 | 6 | 2 | -9
CSc1nc(C)cc(C)c1C#N | x | x | x | 0.8 | 1 | -7 | 8 | 0 | x
CC(=O)Nc1ccc2c(c1)nc1n2CCN(C(C)c2ccccc2)C1 (stereo not drawn) | -8 | -89 | 1 | 1.0 | -4 | -8 | 4 | 1 | -7
Cc1cc(NCCCn2ccnc2)n2ncc(-c3ccc(Cl)cc3)c2n1 | -70 | -44 | -1 | 72 | 3 | 1 | 10 | -16 | 1
COC(=O)Nc1nnc(-c2ccncc2)s1 | 24 | i | 2 | 1.3 | 2 | -4 | 5 | -22 | 11
Cc1cccc(NC(=O)CSc2nnc(NC(=O)CN3CCOCC3)s2)c1 | 7 | -14 | 2 | 0.3 | -1 | 7 | 8 | -10 | -15
CCCCc1ccc(/C=C2\C(=O)c3ccccc3C(O)=C2C(=O)OCC)cc1 | 33 | 14 | 4 | -0.4 | -2 | 2 | 11 | 20 | -15[fluorescence artefact?]
CC(C)NCc1c(O)c(Br)cc2oc3c(c12)CCCC3 | 21 | 2 | 3 | 0.0 | 1 | 4 | 18 | -13 | -2
O=C(COc1ccc(Cl)cc1)NCc1nnc(SCC(=O)NCc2ccc3c(c2)OCO3)o1 | -64 | -3 | 2[fluorescence artefact?] | 0.7 | 1 | -2 | 13 | -6 | 8
Cc1cccc2cc(CN(CCc3ccccc3)C(=O)N3CCOCC3)c3nnnn3c12 | 55 | 5 | 7 | 0.3 | 2 | -5 | 1 | 5 | -2[fluorescence artefact?]
C=CCn1c(SCC(=O)Nc2ccc(NC(=O)c3ccco3)c(OC)c2)nnc1-c1ccncc1 | 13 | -112 | -2 | 3.3 | 3 | -5 | 6 | -17 | -9
CCc1nnc(NC(=O)CSc2nnc(-c3ccncc3)n2Cc2ccccc2)s1 | 2 | 27 | 3 | 0.2 | 1 | 6 | 12 | 6 | 22
COc1ccc(OC)c(-c2cc(C(=O)NCCCn3ccnc3)no2)c1 | -17 | 8 | -2 | 1.5 | -1 | -6 | 1 | -20 | 10
COc1ccc(C(c2nnnn2C2CCCCC2)N2CCN(c3ccc(OC)cc3)CC2)cc1 (stereo not drawn) | 25 | 21 | -5 | 0.2 | -1 | -4 | 15 | 7 | -9
CCOc1ccc(N2C(=O)/C(=C\c3ccccc3OC)S(=O)(=O)C2c2cccc([N+](=O)[O-])c2)cc1 (stereo not drawn) | 21 | -108 | -3 | 0.2 | 2 | x | 8 | 16 | 21
Cc1ccc(S(=O)(=O)NNC(=O)c2sccc2-n2cccc2)cc1 | 11 | 23 | -2 | 0.0 | 1 | -5 | 6 | -1 | -22
CCC(C)NS(=O)(=O)c1ccc(NC(=O)Cc2ccc(OC)cc2)cc1 (stereo not drawn) | -49 | 28 | 0 | 0.9 | 17 | -12 | 6 | 11 | 9
Cc1ccc(C(=O)NCC2CCCO2)o1 (stereo not drawn) | 16 | -16 | 4 | -0.1 | 1 | -7 | 9 | 12 | -13[fluorescence artefact?]
O=C(NN=C1CCCC1)c1cc(-c2ccccc2)n[nH]1 | 1 | 24 | -8 | 0.5 | 3 | 1 | 8 | 9 | -15
CC(C)n1c(O)c(N=NC(=O)c2ccccc2NS(=O)(=O)c2cccs2)c2ccccc21 | 21 | -36 | 0 | 0.9 | 1 | -1 | 7 | -9 | 6
CCC(C)C(N)C(=O)NC(CCC(=O)OCc1ccccc1)C(N)=O (stereo not drawn) | 26 | -39 | 1 | 0.4 | 1 | 2 | 4 | -2 | -15
Cc1ccc(NC(=O)CCC(=O)OCC(F)(F)C(F)F)cc1 | 13 | -13 | 1 | 0.1 | 1 | -1 | 7 | 0 | -8
(continued)
SMILES | EP2 mod | m-calpain inh | eIF4E 4G PPI | zVAD death inh | Hck Nef HTS | Rad51 HR inh | EP2 antag | TbHK1 inh | 14-3-3 Bad PPI
C/C(N)=C(/C#N)C(=O)CSc1nc2ccccc2c(=O)n1-c1ccc(C)c(Cl)c1 | 42 | -9 | 15 | 2.8 | 2 | -2 | 9 | -9 | -17[fluorescence artefact?]
CCOC(=O)C1C(c2cccc(Cl)c2Cl)NC(=O)NC1(O)C(F)(F)F (stereo not drawn) | -12 | -2 | 14 | -0.5 | 9 | -7 | 8 | -3 | 1
Cn1nnnc1SCc1ccc(F)cc1 | 4 | -12 | -1 | 14 | -1 | 9 | 13 | 1 | -1
CC1(C)C(=O)OC(c2cccs2)C2(CCCCC2)C1=O (stereo not drawn) | 16 | -1 | 2 | 0.3 | -1 | -13 | 2 | -2 | 0
Cc1ccc(S(=O)(=O)N2CCN(C)CC2)c(C)c1N(C)S(=O)(=O)c1ccc(Cl)cc1 | -23 | -28 | 2 | -0.5 | 0 | 3 | 14 | -9 | 8
C#CCNC(=O)C1=C[C@@H](c2ccc(C(F)(F)F)cc2)C[C@@H](OCCCCO)O1 | -13 | -29 | -3 | 1.5 | -5 | -5 | 6 | 7 | -7
O=C(O)CSc1ccc2nnc(-c3cccnc3)n2n1 | 8 | -10 | -8 | -0.1 | 29 | -1 | 3 | -5 | -3
O=C(O)c1ccc(CSc2nnc(-c3ccncc3)n2-c2ccc(Cl)cc2)cc1 | 0 | -5 | 0 | -0.8 | 11 | x | 1 | -7 | -2
COc1cccc(C2CC(=O)Nc3c2c(=O)n(C)c(=O)n3C)c1OC (stereo not drawn) | 22 | -5 | 0 | 2.0 | 0 | -5 | 10 | -6 | 3[fluorescence artefact?]
CCOC(=O)c1cc(-c2cccc([N+](=O)[O-])c2)nc2[nH]c(=O)[nH]c(=O)c12 | 31 | -3 | 4 | 1.4 | 4 | 10 | 4 | -15 | -11
CCOC(=O)N1CCN(C(=O)CNC2CCCCCCC2)CC1 | -17 | 11 | 2 | -0.2 | -4 | 7 | 4 | 11 | 20

High-throughput results from PubChem.

The list is partial; rates above refer to the full screens.
